Screening results deposited in PubChem by several laboratories.
GPR35 arrestin U2OS – inhibition of zaprinast-stimulated GPR35 beta-arrestin translocation – imaging, U2OS, beta-arrestin-GFP, zaprinast agonist, primary screen (AID 2058) | inhibition, % at 10 µM, or IC50 in µM where a hit was titrated | 0.052% of 290,000 active | U2OS GPR35 beta-arrestin-GFP translocation imaging, zaprinast antagonism; higher % means a stronger effect;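 active = inhibition of at least 50% with at least 30 cells and total cytoplasm GFP at most 10,000,000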
WT yeast gro inh – growth inhibition of WT yeast, mitochondrial fusion screen | mitochondrial fusion phenotypic screen, WT strain | inhibition, % at 10 µM | 2.1% of 190,000 active | AID 1362; in the data active = inhibition above about 58%; tested in S. cerevisiae
NTR1 agonist – agonists of NTR1, primary screen, imaging, U2OS cells, beta-arrestin-GFP, high content (AID 493036); P30989; NTR1-U2OS beta-arrestin-GFP spot imaging, agonist mode; activation, % at 20 µM; 0.17% of 330,000 active;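 active = activation at or above 40% of the spot to cytoplasm intensity ratio, with at least 20 cells analyzed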;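 also: 0% = DMSO without peptide and 100% = 100 nM NTR1 peptide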
Target sequence (P30989 whole entry, looked up): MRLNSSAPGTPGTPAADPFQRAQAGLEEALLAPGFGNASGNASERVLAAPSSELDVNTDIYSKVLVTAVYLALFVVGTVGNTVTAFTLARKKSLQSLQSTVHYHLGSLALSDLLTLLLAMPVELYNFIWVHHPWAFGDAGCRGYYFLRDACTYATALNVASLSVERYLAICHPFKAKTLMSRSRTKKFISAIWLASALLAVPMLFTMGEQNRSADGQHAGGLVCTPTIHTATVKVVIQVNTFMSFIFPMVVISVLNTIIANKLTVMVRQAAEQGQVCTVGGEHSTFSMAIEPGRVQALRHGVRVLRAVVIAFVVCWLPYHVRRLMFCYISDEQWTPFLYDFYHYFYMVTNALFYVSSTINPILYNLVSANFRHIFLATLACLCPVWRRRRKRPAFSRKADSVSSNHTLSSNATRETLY
RSV CPE inhibition – inhibition of RSV-induced cytopathic effect – HEp-2 cells, primary 10 µM value included (AID 2391). HEp-2 cells, RSV-induced CPE inhibition; higher % means a stronger effect. CPE inhibition, % at 10 µM, or IC50 in µM where a hit was titrated. 0.13% of 310,000 active; in the data active = a potency from the dose series; also: strong numbers were not always called active
LYP phosphatase – PTPN22 lymphoid phosphatase activity blockers – biochemical, fluorescence intensity, uHTS (AID 1779); recombinant LYP phosphatase, fluorescence intensity; higher % means a stronger effect; inhibition, % at 11.5 µM; hits with a dose series show IC50 in µM; 0.054% of 290,000 active; in the data active = inhibition above about 50%;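 also: plate controls were vehicle with enzyme for no effect and no enzyme for full effect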
Autophagy HCS – modulators of autophagy | AID 463193 | MEF GFP-LC3 puncta imaging; test concentration mostly 10 µM | 0.98% of 190,000 active | calls only at 10 µM (by protocol);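 active = percentage of spot-positive cells more than 3 SD above its plate mean, without a fluorescence outlier flag or 80% toxicity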;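 also: spot-positive cell cutoff set from DMSO-treated cells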
K1F lysis inhibition – protection from phage-mediated lysis, alamar blue read-out – E. coli UTI89, K1F phage, bacterial capsule biogenesis inhibitors (AID 488966); one-dose inhibition, % at 100 µM; IC50 in µM for titrated hits; 0.02% of 340,000 active; E. coli UTI89 K1F phage lysis, alamar blue, 2 h; higher % means a stronger effect;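 active = phage lysis inhibition, versus mean bacterial control, above a set limit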;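 also: capsule biogenesis inhibitors block K1F phage lysis so surviving cells raise fluorescence; higher fluorescence means more inhibition of phage lysis; actives were called in the ten point dose series up to 300 µM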
AID2073 – disruptors of CaV2.2 binding to Mint1 – biochemical, HTRF (AID 2073). HTRF protein-protein interaction, Mint1-CaV2.2; higher % means a stronger effect. 0.19% of 290,000 active. inhibition, % at 20 µM, or IC50 in µM where a hit was titrated; in the data active = inhibition mostly above about 51%, no sharp cut-off; also: some results filed as inactive read as strong as hits
Dengue-2 NS5 capping – Dengue-2 NS5 methyltransferase inhibitors, primary screen, biochemical, confirmation dose response (AID 588689); Dengue-2 NS5 methyltransferase capping enzyme assay, biochemical; higher % means a stronger effect; inhibition, % at 25 µM; hits with a dose series show IC50 in µM; 0.3% of 340,000 active; in the data active = a potency from the dose series
WT yeast gro inh mutant strain – second read-out of WT yeast gro inh, no call of its own (marks repeat the call); inhibition, %; mitochondrial fusion phenotypic screen, mutant strain inhibition
Autophagy HCS cell loss 18 h – recorded beside Autophagy HCS, whose call it bears; toxicity, %; measured here: cell loss, nuclei count;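 cell loss after 18 h compound exposure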
NTR1 agonist cell count 20 µM – further read-out of NTR1 agonist, marked with its call; cell count; measured here: cell count, cytotoxicity flag
* hit, by the source's call; i = inactive; nt = not tested or not shown; [ ] = another dose, or the depositor's remark.

SMILES	GPR35 arrestin U2OS	WT yeast gro inh	WT yeast gro inh mutant strain	NTR1 agonist	NTR1 agonist cell count 20 µM	RSV CPE inhibition	LYP phosphatase	Autophagy HCS	Autophagy HCS cell loss 18 h	K1F lysis inhibition	AID2073	Dengue-2 NS5 capping
C[C@@H]1C=C(C(=O)N2CCN(Cc3ccc4c(c3)OCO4)CC2)O[C@H](OCCCCO)C1	0%	-5	-11	0.3	106	1.7%	-2%	i	-2	4.6%	15%	-4%
Cc1c(Nc2cc(=O)oc3ccccc23)c(=O)n(-c2ccccc2)n1C	-6%	11	16	1.8	68	1.2%	-2%	i	-6	-0.6%	6%	-1%
CN(CCOc1ccc(Cl)cc1)C(=O)CN1C(=O)NC2(CCCCC2)C1=O	nt	nt	nt	0.0	47	-0.3%	nt	nt	nt	2.8%[50 µM]	nt	0%
Cc1ccccc1N1C(S)=C(C#N)C(=O)NC1c1cccs1 (stereo not given)	10%	-6	-16	0.1	79	11%	4%	i	2	-0.4%	18%	-15%
CN1C(=O)/C(=C/c2cn(CC(=O)N3CCCCC3)c3ccccc23)NC1=S	-12%	nt	nt	-1.0	46	1.3%	-7%	nt	nt	1.3%[50 µM]	-21%	11%
O=C(CNc1cccc(C(F)(F)F)c1)N/N=C/c1ccccc1C(=O)O	13%	nt	nt	0.1	60	1.1%	0%	nt	nt	-0.2%	33%	0%
CCCOP(=O)(OCCC)C(Nc1ccc(C(C)C)cc1)c1ccc([N+](=O)[O-])cc1 (stereo not given)	11%	74*	9.0*	6.2	58	-0.4%	7%	i	7	3.1%	5%	-3%
COc1ccc(OCc2csc(N)n2)cc1	4%	-12	-3	-1.6	45	0.4%	-4%	i	3	0.2%	28%	2%
COc1cc(C(=O)OCCCN(C)C)cc(OC)c1OC	6%	nt	nt	-0.5	58	0.5%	-2%	nt	nt	0.1%	6%	3%
O=C(CN1C(=O)C2C3CC(C(Br)C3Br)C2C1=O)N1CCN(Cc2ccccc2)CC1 (stereo not given)	-6%	nt	nt	0.3	44	nt	-6%	nt	nt	1.1%	-2%	1%
COc1ccc(Cl)cc1N1C(=O)C2CCCN2C1c1ccc(F)c(F)c1 (stereo not given)	6%	18	12	-0.9	54	1.1%	1%	i	12	6.1%	-2%	-7%
CCCNC(=O)CSc1nc(COc2ccccc2)nc2ccccc12	5%	4	4	0.5	41	0.9%	-3%	i	-5	-0.3%	16%	nt
O=C(O)c1ncn(Cc2ccc(Br)cc2)c1C(=O)O	3%	11	10	1.3	65	0.6%	0%	i	-4	1.4%	3%	4%
COC(=O)c1sccc1NC(=S)N1CCN(c2cccc(C)c2C)CC1	8%	74*	41*	4.0	54	0.8%	2%	i	0	0.6%	2%	3%
CN(C)c1ccc(-c2cc([C@H]3[C@@H]4C=CCC[C@@]4(C)C(=O)N3Cc3ccccc3)ccc2F)cc1	-14%	nt	nt	4.6	89	24%	-2%	nt	nt	-0.2%	18%	-2%
O=C1C2C3C=CC(C3)C2C(=O)N1Nc1ccc([N+](=O)[O-])cc1[N+](=O)[O-] (stereo not given)	-5%	nt	nt	0.3	64	0.5%	-3%	nt	nt	-1.2%	4%	nt
C/C(=N\O)C(C)(C)NC(=O)Nc1ccc(Cl)cc1	-13%	26	16	-0.5	99	1.4%	-7%	i	-7	-0.5%	1%	1%
Cc1[nH]n(-c2ccc(Cl)cc2)c(=O)c1/C=N/n1c(C)nc2ccccc2c1=O	1%	-13	5	-1.2	65	1.7%	1%	i	-9	-1.7%	9%	1%
CCOC(=O)c1cc2occc2n1CC(=O)NCCOC	-5%	-9	-1	-0.1	36	1.5%	0%	i	-9	0.2%	38%	-3%
COc1cccc(OC)c1C(=O)Nc1ccccc1C(=O)N1CCOCC1	1%	-18	-11	0.8	55	-0.5%	-3%	i	-5	1.8%	11%	-16%
COC(=O)C(C#N)C(c1cccnc1)c1c(C)[nH][nH]c1=O (stereo not given)	-9%	-13	31	0.8	50	-0.4%	3%	i	3	-2.1%	30%	-9%
Cc1cc(=O)[nH]c2nnc(SCC(=O)N3CC(C)OC(C)C3)n12 (stereo not given)	nt	nt	nt	1.4	48	-1.7%	nt	nt	nt	1.4%[50 µM]	nt	-10%
COc1cccc(C(O)c2nc3ccccc3n2C)c1 (stereo not given)	4%	nt	nt	-1.1	59	0.2%	-8%	nt	nt	-0.1%	-4%	-3%
COCCn1c(C(C)C)nc2oc3ccccc3c(=O)c2c1=O	0%	-18	-1	-3.0	93	1.1%	-7%	i	12	-0.6%	0%	-6%
COc1ccc2[nH]c(C(=O)N3CCC(n4nccc4NC(=O)C4CC4)CC3)c(C)c2c1	-6%	nt	nt	-1.0	56	-1.1%	-3%	nt	nt	0.1%	11%	-5%
Cc1ccc(NS(=O)(=O)c2cc([N+](=O)[O-])ccc2N/N=C/c2sc(N3CCOCC3)nc2-c2ccccc2)c(C)c1	3%	nt	nt	0.5	57	1.1%	1%	nt	nt	-0.1%	31%	-32%
O=C(NCC1CCCO1)c1cn(Cc2ccccc2)nc1-c1ccc(Cl)cc1 (stereo not given)	nt	nt	nt	-1.6	55	0.5%	nt	nt	nt	-0.2%[50 µM]	nt	0%
O=C(CSc1ncccn1)Nc1ccc2c(c1)CCC2	2%	nt	nt	-1.1	66	1.3%	-8%	nt	nt	-0.1%	2%	-5%
CCc1ccc(-c2csc3[n+]2CCN3C(C)=O)cc1	-10%	17	14	-0.5	58	-1.4%	4%	i	3	0.1%	-5%	-6%
CN(CC(=O)Nc1ccc(OC(F)(F)F)cc1)S(=O)(=O)c1cnc[nH]1	1%	nt	nt	1.8	59	6.6%	-9%	nt	nt	-0.1%	13%	-4%

Seven successive records already listed:
SMILES	GPR35 arrestin U2OS	WT yeast gro inh	WT yeast gro inh mutant strain	NTR1 agonist	NTR1 agonist cell count 20 µM	RSV CPE inhibition	LYP phosphatase	Autophagy HCS	Autophagy HCS cell loss 18 h	K1F lysis inhibition	AID2073	Dengue-2 NS5 capping
O=C1C2C3C=CC(C3)C2C(=O)N1Nc1ccc([N+](=O)[O-])cc1[N+](=O)[O-] (stereo not given)	-5%	nt	nt	0.3	64	0.5%	-3%	nt	nt	-1.2%	4%	nt
C/C(=N\O)C(C)(C)NC(=O)Nc1ccc(Cl)cc1	-13%	26	16	-0.5	99	1.4%	-7%	i	-7	-0.5%	1%	1%
Cc1[nH]n(-c2ccc(Cl)cc2)c(=O)c1/C=N/n1c(C)nc2ccccc2c1=O	1%	-13	5	-1.2	65	1.7%	1%	i	-9	-1.7%	9%	1%
CCOC(=O)c1cc2occc2n1CC(=O)NCCOC	-5%	-9	-1	-0.1	36	1.5%	0%	i	-9	0.2%	38%	-3%
COc1cccc(OC)c1C(=O)Nc1ccccc1C(=O)N1CCOCC1	1%	-18	-11	0.8	55	-0.5%	-3%	i	-5	1.8%	11%	-16%
COC(=O)C(C#N)C(c1cccnc1)c1c(C)[nH][nH]c1=O (stereo not given)	-9%	-13	31	0.8	50	-0.4%	3%	i	3	-2.1%	30%	-9%
Cc1cc(=O)[nH]c2nnc(SCC(=O)N3CC(C)OC(C)C3)n12 (stereo not given)	nt	nt	nt	1.4	48	-1.7%	nt	nt	nt	1.4%[50 µM]	nt	-10%

Further structures follow.
SMILES	GPR35 arrestin U2OS	WT yeast gro inh	WT yeast gro inh mutant strain	NTR1 agonist	NTR1 agonist cell count 20 µM	RSV CPE inhibition	LYP phosphatase	Autophagy HCS	Autophagy HCS cell loss 18 h	K1F lysis inhibition	AID2073	Dengue-2 NS5 capping
COc1ccc(OC)c(-n2c(=S)[nH]c3cc(C(=O)NCCCN4CCCC4=O)ccc3c2=O)c1	-8%	-35	21	2.3	83	0.5%	-4%	i	-12	nt	-30%	nt
COc1cccc(-c2csc(NC3OC(=O)c4c3ccc(OC)c4OC)n2)c1 (stereo not given)	3%	nt	nt	1.2	45	0.4%	1%	nt	nt	nt	-2%	nt
COc1cc(/C=N/n2nnnc2N)ccc1OCC(N)=O	-4%	nt	nt	-0.1	36	1.6%	-2%	nt	nt	0.2%	-4%	-3%
CCc1ccccc1NC(=O)CN(C)C(=O)CSc1nc2cc(Cl)ccc2s1	11%	-23	1	0.9	69	4.9%	-6%	i	-6	2.2%[50 µM]	-11%	-1%
CC(=O)NC(C)C(c1cccs1)N1CCN(c2ccccc2)CC1 (stereo not given)	15%	-9	-12	-0.9	70	1.2%	-8%	i	9	8.6%	-12%	-7%
COc1ccc(CNC(=O)[C@H](C)N2C(=O)N3CCc4c([nH]c5ccccc45)[C@@]3(C)C2=O)cc1OC	11%	nt	nt	-1.7	93	2.4%	-10%	nt	nt	4.9%	0%	1%
COc1ccc(/C=N/Nc2ccc(C(F)(F)F)cc2[N+](=O)[O-])cc1O	7%	13	16	5.6	70	4.3%	1%	i	7	2.2%[50 µM]	25%	6%
CCOC(=O)C1=C(O)/C(=C/c2ccc(OCC(=O)O)c(OCC)c2)SC1=Nc1ccccc1	0%	-3	13	1.6	40	0.2%	-2%	i	-1	-0.3%	21%	19%
CC(C)c1nnc(NC(=O)CS(=O)(=O)c2ccccc2)s1	-2%	nt	nt	0.2	72	1.3%	-2%	nt	nt	-1.2%	2%	-1%
Cn1c(-c2ccc(C(F)(F)F)cc2)cc2onc(-c3ccccc3)c2c1=O	nt	nt	nt	-0.7	76	-0.1%	nt	nt	nt	1.0%	nt	2%
CCCc1cc(=O)oc2cc(OCC(=O)Nc3ccc4c(c3)OCCO4)ccc12	3%	8	-2	-1.2	54	0.3%	1%	i	4	5.6%	14%	0%
COc1ccccc1NS(=O)(=O)c1ccc(C(=O)OCC(=O)NCc2ccco2)cc1	-8%	6	-9	1.9	29	0.0%	-10%	i	-1	0.2%	26%	7%
CC1CCc2c(C(=O)Nc3ccc(N4CCOCC4)cc3)csc2C1 (stereo not given)	-3%	3	-12	3.1	37	4.5%	-3%	i	-19	-0.1%	0%	2%
Cc1c(Cl)cccc1NC(=O)Cc1ccc([N+](=O)[O-])cc1	-9%	8	6	-2.1	91	2.4%	-3%	i	5	0.0%	9%	-3%
COc1ccc(N2CCN(Cc3oc(CO)cc(=O)c3O)CC2)cc1	-6%	4	6	-0.8	64	1.0%	-9%	i	-9	1.1%	3%	4%
NC(=O)C1CCN(c2c([N+](=O)[O-])cc(C(F)(F)F)cc2[N+](=O)[O-])CC1	2%	nt	nt	1.3	55	2.0%	-4%	nt	nt	1.3%	-8%	-1%
CCN(CC)C(=O)Nc1ccccc1C	0%	9	24	-0.3	39	0.4%	-4%	i	-32	1.2%	9%	6%
CN(CCOc1ccc(Cl)cc1)CC(=O)Nc1ccc(OC(F)F)cc1	-6%	nt	nt	3.0	72	13%	-6%	nt	nt	0.1%	-6%	4%

Rows were taken by chance; 2.6% or so of the library scored in one or more.
